miR122 inh: blocks miR-122 activity in Huh7 sensor cells | Huh7 miR-122 Renilla luciferase sensor, 48 h; neutral wells = 0, positive control = 100 | activation (reporter increase), % at 12.5 µM | 340,000 tested, 0.3% active | AID 602342;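 active = mean replicate activation score at least 90 and every replicate individually at or above 90; inconclusive = only one of the two criteria met; inactive = neither criterion met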;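 also: higher luciferase means less miR-122 activity so hits act as miR-122 inhibitors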
DENV2 CPE rescue: DENV2-induced cell death inhibition | DENV2-infected cells, cytopathic effect rescue, plate reader | CPE inhibition, % at 9.99 µM | 350,000 tested, 1.7% active | AID 651640; in the data active = CPE inhibition above about 20%, passing the limit was not always enough; inconclusive = no clear call, values can overlap the other calls; tested in BHK-21 cells;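 also: 0% = median of neutral control wells and 100% = median of positive control wells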
CASP6 VEID inh: caspase-6 (human) enzyme inhibition | inhibition, % at 12.5 µM | 350,000 tested, 0.53% active | AID 686996 | purified caspase-6, Z-VEID-R110 cleavage fluorescence;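 active = mean inhibition across replicates at least about 35%, with every replicate also reaching that limit, limit read from the data; inconclusive = only one of the two criteria met; inactive = neither criterion met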;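 also: 0% = median of neutral control wells and 100% = no fluorescence left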
Target sequence (P55212 24-179 limits assumed): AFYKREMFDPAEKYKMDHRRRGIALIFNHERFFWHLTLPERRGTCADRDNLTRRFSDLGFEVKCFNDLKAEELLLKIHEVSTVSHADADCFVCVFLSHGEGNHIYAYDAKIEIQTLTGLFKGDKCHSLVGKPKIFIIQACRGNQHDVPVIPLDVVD
Target sequence (P55212 194-293 limits assumed): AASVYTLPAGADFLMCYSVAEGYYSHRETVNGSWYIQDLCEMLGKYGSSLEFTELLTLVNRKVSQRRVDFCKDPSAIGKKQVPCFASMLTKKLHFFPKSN
ERp5 block: inhibitors of human ERp5 | Q15084 | ERp5 insulin aggregation, absorbance 650 nm, 90 min | inhibition, % at 9.99 µM | 350,000 tested, 0.05% active | AID 651711;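 active = mean replicate inhibition above about 25%, with every replicate also reaching it, limit read from the data, passing the limit was not always enough; inconclusive = only one of those two criteria met; inactive = neither criterion met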
Target sequence (Q15084 whole entry, looked up): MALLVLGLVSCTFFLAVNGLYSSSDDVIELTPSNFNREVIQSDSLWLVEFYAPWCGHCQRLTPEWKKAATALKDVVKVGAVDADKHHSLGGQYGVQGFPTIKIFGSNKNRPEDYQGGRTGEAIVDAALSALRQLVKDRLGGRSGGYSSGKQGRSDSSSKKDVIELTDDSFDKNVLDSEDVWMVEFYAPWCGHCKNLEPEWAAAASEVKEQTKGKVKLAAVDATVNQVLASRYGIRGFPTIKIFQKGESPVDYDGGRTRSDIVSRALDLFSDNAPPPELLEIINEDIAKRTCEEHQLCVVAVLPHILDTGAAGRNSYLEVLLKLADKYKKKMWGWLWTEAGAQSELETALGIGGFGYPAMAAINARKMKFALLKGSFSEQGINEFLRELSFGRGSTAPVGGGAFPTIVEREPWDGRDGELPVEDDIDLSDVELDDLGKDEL
SIRT5 block: sirtuin-5 (human) deacylase inhibition | 330,000 tested, 1.1% active | inhibition, % at 15 µM | Purified SirT5, succinyl-peptide AMC, trypsin-coupled fluorescence | Q9NXA8; in the data active = inhibition above about 15%; inconclusive = no clear call, values can overlap the other calls
Target sequence (Q9NXA8 whole entry, looked up): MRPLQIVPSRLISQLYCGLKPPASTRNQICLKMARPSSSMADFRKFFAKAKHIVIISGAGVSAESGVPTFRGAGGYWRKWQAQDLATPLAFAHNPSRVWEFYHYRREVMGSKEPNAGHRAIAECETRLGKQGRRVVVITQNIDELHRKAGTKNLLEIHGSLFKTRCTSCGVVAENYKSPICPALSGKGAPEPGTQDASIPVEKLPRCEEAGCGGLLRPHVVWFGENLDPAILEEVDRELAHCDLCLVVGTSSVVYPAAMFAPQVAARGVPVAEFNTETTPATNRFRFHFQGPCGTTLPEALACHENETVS
ERAP1 HTS inh: blocks human ERAP1 aminopeptidase activity. Q9NZ08. recombinant ERAP1, Leu-AMC fluorescence, 60 min. inhibition, % at 10.7 µM. 340,000 tested, 0.15% active. AID 652197;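 active = mean replicate inhibition of at least 30%, or all replicates individually reaching that 30% level; inactive = mean below 30% and not every replicate reaching it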;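 also: 0% = neutral control wells and 100% = L-leucinethiol positive control wells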
F508del corr: CFTR F508del correction in bronchial cells; CFBE cells, YFP halide quenching; stimulated with forskolin plus potentiator P3; % fluorescence drop versus neutral controls; activity (quench increase), % at 7.58 µM; 350,000 tested, 0.36% active; AID 720511;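 active = mean added fluorescence quench of at least 8% versus neutral control, with both replicates also reaching 8%; inconclusive = only one of the mean or replicate conditions met; inactive = mean below 8% and not both replicates reaching 8%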;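 also: cells transiently co-express mutant CFTR-F508del with the halide-sensitive YFP; corrector assay measuring rescue of mutant channel to the surface after 24 h compound exposure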
* marks the source's active call; other numbers are inactive results; [ ] = another dose, or the depositor's remark.

`C[C@@H]1CN([C@@H](C)CO)C(=O)c2cccc(NC(=O)Nc3ccc(C(F)(F)F)cc3)c2O[C@H]1CN(C)Cc1ccc(-c2ccccc2)cc1` gave miR122 inh 2[16.7 µM], DENV2 CPE rescue -1, CASP6 VEID inh 0, ERp5 block 0, SIRT5 block 0, ERAP1 HTS inh 0 and F508del corr -0.7.
Screening O=C1CCN(Cl)C(=O)N1Cl returned DENV2 CPE rescue 2, CASP6 VEID inh 1, ERp5 block -12, ERAP1 HTS inh -2 and F508del corr 6.7.
For O=C(COc1ccccc1)NCC(=O)N1CCCC(C(F)(F)F)C1 (configuration not stated) the results were miR122 inh -7, DENV2 CPE rescue 1, CASP6 VEID inh -14, ERp5 block -3, SIRT5 block 13, ERAP1 HTS inh -5 and F508del corr -0.8.
For COc1cccc(-c2ccc3c(c2)[C@H]2[C@H](CCN2C(=O)C2CC2)[C@@H](CO)N3)c1 the results were DENV2 CPE rescue -10, CASP6 VEID inh 1, ERp5 block 1, SIRT5 block 0, ERAP1 HTS inh -2 and F508del corr 1.1.
CCCCNC(=O)C[C@H]1C[C@@]2(C(=O)OC)C(=C[C@H](C(C)C)O[C@@H]2C2CC2)N(Cc2ccccc2)C1=O was read as DENV2 CPE rescue 16, CASP6 VEID inh 1, ERp5 block 8, ERAP1 HTS inh 5 and F508del corr 6.1.
Screening O=C(CN1CCN(c2ncccn2)CC1)Nc1ccccc1C(F)(F)F returned DENV2 CPE rescue -4, CASP6 VEID inh 3, ERp5 block -5, SIRT5 block -2, ERAP1 HTS inh -6 and F508del corr -0.5.
Screening CC(C)NC(=O)Nc1ccc2c(c1)C(=O)N([C@H](C)CO)C[C@@H](C)[C@H](CN(C)C(=O)Nc1ccc(C(F)(F)F)cc1)OCCCC[C@H](C)O2 returned miR122 inh 4[16.7 µM], DENV2 CPE rescue inconclusive, CASP6 VEID inh 1, ERp5 block -2, SIRT5 block 6, ERAP1 HTS inh -2 and F508del corr 1.2.
For COc1ccc(-c2noc(C3CCCN(C(=O)c4cccc(F)c4)C3)n2)cc1 (configuration not stated) the results were miR122 inh -4, DENV2 CPE rescue -1, CASP6 VEID inh 1, ERp5 block 0, SIRT5 block -1, ERAP1 HTS inh -5 and F508del corr -4.4.
CCOc1ccccc1OCCCC(=O)Nc1ccc(S(=O)(=O)Nc2cc(C)nc(C)n2)cc1 was read as miR122 inh 23, DENV2 CPE rescue 1, CASP6 VEID inh 0, ERp5 block -3, SIRT5 block 2, ERAP1 HTS inh 30* and F508del corr 2.9.
For Cc1cccc(NC(=O)[C@H](NC(=O)[C@@H]2Cc3ccccc3CN2)c2ccccc2)c1 the results were DENV2 CPE rescue 0, CASP6 VEID inh -4, ERp5 block 2, SIRT5 block 2, ERAP1 HTS inh -1 and F508del corr -1.3.
`Cc1csc(SCC(=O)Nc2ccc(C)c(S(=O)(=O)N(C)C)c2)n1` gave miR122 inh 19, DENV2 CPE rescue -2, CASP6 VEID inh 2, ERp5 block 4, SIRT5 block 0, ERAP1 HTS inh -1 and F508del corr 0.3.
For Cc1ccc(CN2CC(=O)N3[C@@H](CO)[C@H](c4ccc(Br)cc4)[C@@H]3C2)cc1 the results were DENV2 CPE rescue 17, CASP6 VEID inh 1, ERp5 block -7, SIRT5 block 2, ERAP1 HTS inh 0 and F508del corr -0.7.
`COC(C[C@H](O)CC(=O)[C@@H](C)OCc1ccccc1)OC` gave miR122 inh -8, DENV2 CPE rescue -10, CASP6 VEID inh -1, ERp5 block -3, ERAP1 HTS inh 4 and F508del corr 1.3.
Cc1cc(C(F)(F)F)c(C#N)c(SCC(=O)Nc2nc3ccccc3s2)n1 was read as miR122 inh -2, DENV2 CPE rescue -6, CASP6 VEID inh -1, ERp5 block 2, SIRT5 block -3 and ERAP1 HTS inh -3.
For COc1ccccc1S(=O)(=O)N1CC[C@@H]2[C@H](CO)Nc3ccc(-c4ccccc4)cc3[C@@H]21 the results were miR122 inh 0[16.7 µM], DENV2 CPE rescue 0, CASP6 VEID inh 0, ERp5 block -1, SIRT5 block 1, ERAP1 HTS inh 1 and F508del corr 1.1.

Looked up by compound from the list above (2):
For COc1ccccc1S(=O)(=O)N1CC[C@@H]2[C@H](CO)Nc3ccc(-c4ccccc4)cc3[C@@H]21 the results were miR122 inh 0[16.7 µM], DENV2 CPE rescue 0, CASP6 VEID inh 0, ERp5 block -1, SIRT5 block 1, ERAP1 HTS inh 1 and F508del corr 1.1.
`C[C@@H]1CN([C@@H](C)CO)C(=O)c2cccc(NC(=O)Nc3ccc(C(F)(F)F)cc3)c2O[C@H]1CN(C)Cc1ccc(-c2ccccc2)cc1` gave miR122 inh 2[16.7 µM], DENV2 CPE rescue -1, CASP6 VEID inh 0, ERp5 block 0, SIRT5 block 0, ERAP1 HTS inh 0 and F508del corr -0.7.

Additional compounds
For CC(C)NC(=O)N[C@@H]1CC[C@@H](CCNC(=O)C2CCCC2)O[C@@H]1CO the results were DENV2 CPE rescue 13, CASP6 VEID inh 0, ERp5 block 7, SIRT5 block -2, ERAP1 HTS inh 2 and F508del corr -0.7.
For CC1(C(=O)NS(=O)(=O)c2ccc(Cl)cc2)CCN1C(=O)C/C=C/c1ccccc1 (configuration not stated) the results were miR122 inh -1, DENV2 CPE rescue inconclusive, CASP6 VEID inh -2, ERp5 block -2, SIRT5 block 1, ERAP1 HTS inh -1 and F508del corr -1.3.
For C/C(=N\NC(=O)c1cccc([N+](=O)[O-])c1)c1cccs1 the results were miR122 inh -1, DENV2 CPE rescue 4, CASP6 VEID inh 0, ERp5 block 3, SIRT5 block 2, ERAP1 HTS inh 2 and F508del corr -0.3.
Cc1ccc(C(=O)N/C(=C\c2ccco2)C(=O)NCCCn2ccnc2)cc1C was read as miR122 inh -3, DENV2 CPE rescue 2, CASP6 VEID inh -48, ERp5 block 2, SIRT5 block 4, ERAP1 HTS inh -4 and F508del corr -3.4.
`CCOC(=O)c1c(NC(=O)COC(=O)Cn2cnc3c2c(=O)n(C)c(=O)n3C)sc(C)c1CC` gave miR122 inh -4, DENV2 CPE rescue inconclusive, CASP6 VEID inh 4, ERp5 block 1, SIRT5 block 0, ERAP1 HTS inh 1 and F508del corr 0.7.
Screening C[C@@H]1CNC(=O)c2c(C(=O)NCc3ccc(CNC(=O)OC(C)(C)C)cc3)ncn21 returned miR122 inh 2, DENV2 CPE rescue -6, CASP6 VEID inh -1, ERp5 block -2, SIRT5 block -3, ERAP1 HTS inh 13 and F508del corr 3.0.
`CC1(C)C2CCC1(C)C(OC(=O)CNc1ccccc1)C2` (configuration not stated) gave miR122 inh -6, DENV2 CPE rescue -3, CASP6 VEID inh 1, ERp5 block inconclusive, SIRT5 block 4, ERAP1 HTS inh -1 and F508del corr 1.0.
`O=C(C1CC1)N1CCCCN2[C@H](CO)[C@@H](c3ccc(C#CC4CC4)cc3)[C@H]2C1` gave miR122 inh 18[16.7 µM], DENV2 CPE rescue -1, CASP6 VEID inh 2, ERp5 block -2, SIRT5 block -1, ERAP1 HTS inh -1 and F508del corr -2.7.
O=S(=O)(NN=Cc1cccc(Cl)c1)c1ccccc1 was read as DENV2 CPE rescue 28*, CASP6 VEID inh -1, ERp5 block 4, SIRT5 block 1, ERAP1 HTS inh -9 and F508del corr -4.1.
O=C(NCc1ccccn1)C1CC(c2ccccc2O)=NO1 (configuration not stated) was read as DENV2 CPE rescue -5, CASP6 VEID inh 0, ERp5 block -6, SIRT5 block 0, ERAP1 HTS inh 3 and F508del corr -3.9.
COc1ccccc1-c1cnc2c(c1)C(=O)N([C@@H](C)CO)C[C@@H](C)[C@@H](CN(C)Cc1ccc(F)cc1)O2 was read as miR122 inh 5[16.7 µM], DENV2 CPE rescue 1, CASP6 VEID inh 7, ERp5 block -8, SIRT5 block 1, ERAP1 HTS inh 2 and F508del corr 2.4.
CCN1[C@@H]2c3ccc(-c4cccc(OC)c4)c(=O)n3C[C@H]1[C@H](CO)[C@H]2C(=O)N(C)C was read as DENV2 CPE rescue 2, CASP6 VEID inh 0, ERp5 block 3, SIRT5 block -9 and ERAP1 HTS inh 0.
`N#Cc1nc(-c2ccc(F)cc2)oc1NCCN1CCOCC1` gave miR122 inh 0, DENV2 CPE rescue 5, CASP6 VEID inh -5, ERp5 block 1, ERAP1 HTS inh -2 and F508del corr -2.8.
Screening O=C(Nc1ccc2c(c1)OCO2)c1cc(C2CCCCN2C(=O)CCc2ccccc2)on1 (configuration not stated) returned miR122 inh -7, DENV2 CPE rescue 1, CASP6 VEID inh -2, ERp5 block -2, ERAP1 HTS inh 2 and F508del corr -2.2.
O=C(Nc1ccc(F)cc1)c1nc[nH]c1C(=O)O was read as miR122 inh -7, DENV2 CPE rescue -6, CASP6 VEID inh -1, ERp5 block 0, SIRT5 block -6, ERAP1 HTS inh 0 and F508del corr 2.2.
`O=C1CC(c2ccccc2)c2cccc(F)c21` (configuration not stated) gave miR122 inh -3, DENV2 CPE rescue -4, CASP6 VEID inh -1, ERp5 block -3, SIRT5 block -1, ERAP1 HTS inh 2 and F508del corr 1.2.
CCNc1ccc(C(=O)OCC)cc1NC(=O)c1cccc(S(=O)(=O)N2CCOCC2)c1 was read as miR122 inh -4, CASP6 VEID inh 0, ERp5 block -11 and ERAP1 HTS inh 1.
Screening CCCN(C)C[C@H]1OCCCC[C@H](C)Oc2ccc(NS(=O)(=O)c3ccc(C)cc3)cc2C(=O)N([C@H](C)CO)C[C@H]1C returned miR122 inh -8[16.7 µM], DENV2 CPE rescue 19, CASP6 VEID inh 0, ERp5 block 1, SIRT5 block 6, ERAP1 HTS inh 3 and F508del corr -2.1.
For Cn1c(=O)c2c(nc(C(O)c3ccccc3)n2C)n(C)c1=O (configuration not stated) the results were DENV2 CPE rescue -3, CASP6 VEID inh -2, ERp5 block -2, ERAP1 HTS inh 2 and F508del corr 3.8.
Cc1ccc(S(=O)(=O)NCC[C@@H]2CC[C@@H](NC(=O)c3cnccn3)[C@@H](CO)O2)cc1 was read as miR122 inh 36[16.7 µM], DENV2 CPE rescue inconclusive, CASP6 VEID inh 0, ERp5 block -1, SIRT5 block 9, ERAP1 HTS inh 3 and F508del corr 0.8.
For O=C(C[C@@H]1C=C[C@H](NC(=O)c2cccc(F)c2)[C@@H](CO)O1)NCCN1CCCC1 the results were DENV2 CPE rescue -5, CASP6 VEID inh -1, ERp5 block -2, SIRT5 block -2, ERAP1 HTS inh -1 and F508del corr -0.1.
COc1ccc(C)cc1NC(=O)Nc1ccc(C(=O)N2CCCC2)cc1 was read as miR122 inh -9, DENV2 CPE rescue -11, CASP6 VEID inh 0, ERp5 block -6, SIRT5 block -2, ERAP1 HTS inh -3 and F508del corr 3.7.
`O=C(c1ccc2c(c1)N(Cc1ccccc1)CCS2)N1CCOCC1` gave DENV2 CPE rescue -4, CASP6 VEID inh 1, ERp5 block -2, SIRT5 block -1, ERAP1 HTS inh -1 and F508del corr -3.7.
For CN(C)S(=O)(=O)c1cccc(NC(=O)NCCCl)c1 the results were DENV2 CPE rescue 15, CASP6 VEID inh -1, ERp5 block 9, SIRT5 block -3 and F508del corr 0.1.
Screening C[C@@H]1CCCCO[C@H](CN(C)Cc2ccc3c(c2)OCO3)[C@@H](C)CN([C@H](C)CO)C(=O)c2cc(NS(=O)(=O)c3ccc(Cl)cc3)ccc2O1 returned miR122 inh 4[16.7 µM], DENV2 CPE rescue 1, CASP6 VEID inh -1, ERp5 block -1, SIRT5 block 0, ERAP1 HTS inh 2 and F508del corr 1.2.
CCOC(=O)c1nc(Nc2ccccc2CC)c2ccccc2n1 was read as miR122 inh -5, DENV2 CPE rescue 17, CASP6 VEID inh 1, ERp5 block -1, SIRT5 block -2, ERAP1 HTS inh 1 and F508del corr -1.5.
Screening Cc1ccc(Oc2ncccc2C(=O)NCC(=O)O)cc1 returned DENV2 CPE rescue 0, CASP6 VEID inh -1, ERp5 block 2, SIRT5 block -6, ERAP1 HTS inh -4 and F508del corr 0.7.
Screening CC(C)Cc1ccc(C(=O)NCCOc2ccccc2)o1 returned miR122 inh -6, DENV2 CPE rescue 4, CASP6 VEID inh 5, ERp5 block 4, SIRT5 block -1, ERAP1 HTS inh -4 and F508del corr 1.8.
`CN(C)C(=O)C[C@@H]1CC[C@H]2[C@@H](COC[C@H](O)CN2C(=O)C2CCOCC2)O1` gave miR122 inh 11[16.7 µM], DENV2 CPE rescue -2, CASP6 VEID inh -2, ERp5 block 0, SIRT5 block -1, ERAP1 HTS inh -1 and F508del corr -0.1.
